Screening results from PubChem BioAssay.
PRMT1 FP inh: PRMT1 (human) inhibition, primary screen; inhibition, % at 2.79 µM; actives 1.3% (n = 370,000); recombinant PRMT1, activity-based probe fluorescence polarization; Q99873;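 active means inhibition above about 21% made by adding two undisclosed values, limit read from the data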
Target sequence (Q99873 whole entry, looked up): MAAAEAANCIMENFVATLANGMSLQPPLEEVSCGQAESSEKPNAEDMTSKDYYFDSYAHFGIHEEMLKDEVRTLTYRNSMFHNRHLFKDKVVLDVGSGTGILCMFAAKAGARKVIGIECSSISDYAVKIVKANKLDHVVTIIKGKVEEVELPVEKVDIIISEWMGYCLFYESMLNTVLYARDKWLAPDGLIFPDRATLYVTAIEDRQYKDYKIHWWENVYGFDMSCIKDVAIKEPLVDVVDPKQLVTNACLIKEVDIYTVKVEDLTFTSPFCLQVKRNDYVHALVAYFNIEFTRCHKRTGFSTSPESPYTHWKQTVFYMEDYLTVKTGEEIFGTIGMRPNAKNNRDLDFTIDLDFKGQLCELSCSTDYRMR
HTRA1 inhibitor: blocks human HTRA1 serine peptidase; Q92743; recombinant HTRA1, FP-rhodamine activity-based probe, fluorescence polarization; inhibition, % at 5.96 µM; actives 0.5% (n = 340,000); AID 504803; in the data active means inhibition above about 36%;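 further: 0% = enzyme with DMSO and 100% = wells lacking enzyme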
SIAE inh: blocks human sialic acid acetylesterase. SIAE FP-Rh probe binding, fluorescence polarization. actives 0.69% (n = 370,000). AID 1053197. inhibition, % at 9.66 µM. Q9HAT2;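 active means inhibition above a cutoff: mean of compounds within the control limits plus 3 SD of those, cut at about 17% in these data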;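 further: 0% = plate median of compound wells and 100% = probe without SIAE protein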
LEDGF integ inh: blocks HIV-1 LEDGF/p75-dependent DNA integration; actives 0.64% (n = 370,000); TR-FRET IN-LEDGF/p75 DNA integration, Eu/Cy5; inhibition, % at 3.7 µM; AID 743269;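 active means inhibition above the screen-wide mean plus 3 SD, cut at about 13% in these data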;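 further: signal is the Cy5 over europium emission ratio at 671 and 618 nm; 0% = plate median of compound wells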
TCR-CD3 inh: human TCR-CD3 binding inhibition; TAMRA-labeled TCR probe fluorescence, biochemical; inhibition, % at 9.4 µM; actives 0.37% (n = 360,000); AID 651800; in the data active means inhibition above about 19%;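 further: recombinant mutant TCR 2C K166C tagged with TAMRA read by polarization; 0% = receptor in buffer alone and 100% = receptor with positive control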
MBD2 DNA inh: inhibitors of human MBD2 binding to methylated oligonucleotide | Q9UBB5 | TR-FRET | inhibition, % at 4.4 µM | actives 0.31% (n = 370,000) | AID 686964; in the data active means inhibition above about 13%
Target sequence (Q9UBB5 whole entry, looked up): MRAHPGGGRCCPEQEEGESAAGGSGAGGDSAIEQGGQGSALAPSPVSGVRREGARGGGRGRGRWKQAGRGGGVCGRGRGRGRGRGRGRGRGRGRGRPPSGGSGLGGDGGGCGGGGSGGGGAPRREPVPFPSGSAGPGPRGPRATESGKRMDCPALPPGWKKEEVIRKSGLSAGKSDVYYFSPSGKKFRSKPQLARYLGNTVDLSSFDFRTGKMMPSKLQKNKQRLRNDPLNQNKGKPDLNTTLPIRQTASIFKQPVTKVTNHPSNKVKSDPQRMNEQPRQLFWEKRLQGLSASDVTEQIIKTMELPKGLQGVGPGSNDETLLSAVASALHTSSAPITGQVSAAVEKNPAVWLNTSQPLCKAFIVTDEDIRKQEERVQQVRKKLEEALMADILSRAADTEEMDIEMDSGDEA
mABHD4 FP: ABHD4 (mouse) inhibition, primary FP screen; Q8VD66; purified mABHD4, FP-Rh probe fluorescence polarization; inhibition, % at 8.92 µM; actives 0.54% (n = 370,000);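 active means inhibition exceeding the mean over every tested compound plus 3 SD, cut at about 30% in these data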;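 further: 0% = plate median of compound wells and 100% = S159A mutant with DMSO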
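Test system: mABHD4 protein; Read-out basis: % inhibition; Incubation: 45 min + 60 min at 25 °C; Repeats: single replicate; Technique: fluorescence polarization with parallel and perpendicular emission, 525/598 nm; Compound: 8.92 µM, single dose; Benchmarks: full inhibition S159A mutant plus DMSO, zero as sample-well median.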
NPR2 activator: GC-B (human) receptor activation; HEK293-GC-B cells, CNP EC30, cGMP TR-FRET; 0% at EC30 CNP, 100% saturating CNP; activation, % at 10 µM; actives 0.11% (n = 370,000); AID 1920062;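 active means activation at 10 µM reaching about 35% in either raw or pattern-adjusted values, limit read from the data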
rCAG binder: r(CAG) repeat RNA binding; TO-PRO-1 dye displacement fluorescence; actives 1.3% (n = 370,000); AID 651821; inhibition, % at 3 µM;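 active means inhibition above the plate cutoff, the mean of all test compounds on that plate plus 3 SD, cut at about 35% in these data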;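 further: 0% = DMSO alone and 100% = 100 µM mitoxantrone as full dye displacement; higher means more dye released from RNA so lower well fluorescence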
TDP2 absorb: blocks human TDP2 phosphodiesterase activity; recombinant TDP2, T5PNP hydrolysis, p-nitrophenol absorbance 415 nm; O95551; inhibition, % at 12.8 µM; actives 0.34% (n = 370,000);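 active means inhibition above the mean of all tested compounds plus 3 SD, set per campaign, cut at about 25% in these data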;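 further: 0% = DMSO with enzyme and 100% = buffer with substrate but no TDP2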
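Material: recombinant human TDP2; quantity: TDP2 enzyme at 120 nM final; medium: Tris-HCl pH 7.5 with MgCl2; compound: single concentration, 12.8 µM nominal, with 1% DMSO; incubation: 2 h enzyme incubation at 37 °C; signal: epi absorbance; measure: percent inhibition; benchmarks: high control without enzyme, low control DMSO plus TDP2; repeats: singlicate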
Numbers without * were called inactive; / = no result given. Only part of the results is shown; rates above refer to the full screens.

SMILES	PRMT1 FP inh	HTRA1 inhibitor	SIAE inh	LEDGF integ inh	TCR-CD3 inh	MBD2 DNA inh	mABHD4 FP	NPR2 activator	rCAG binder	TDP2 absorb
Cc1ccc(N2C(=O)CS/C2=C(\C(Cl)=C(Cl)Cl)[N+](=O)[O-])cc1	8	18	-1	-1	-14	4	11	0	33	-7
CCc1cccc(NC(=O)CSC2=NS(=O)(=O)c3ccccc32)c1	12	-3	2	1	7	4	-5	0	3	4
Cc1ccc(NC(=O)O/N=C/c2ccc(F)cc2)cc1	0	-2	4	-2	-11	-1	2	-1	-3	12
Cc1cccc(C(O)C(O)c2cccc(C)n2)n1 (stereo unspecified)	3	2	12	2	5	4	5	-1	1	0
COc1ccc(NC2CCCN(C(=O)C3=NNC(=O)CC3)C2)cc1 (stereo unspecified)	-2	6	4	0	4	2	2	1	3	0
COC(=O)C1=C(C)N=C2SC(C)C(=O)N2C1c1cccc(F)c1 (stereo unspecified)	6	-8	-8	0	-5	1	-17	0	3	-1
C[C@H](CO)N1C[C@H](C)[C@@H](CN(C)C)Oc2c(NS(=O)(=O)c3ccc(F)cc3)cccc2C1=O	-1	1	-2	-2	2	0	7	3	-1	0
CCOC(=O)CSc1nnc(CNC(=O)c2cc(OCC)c(OCC)c(OCC)c2)n1C	-5	0	6	-3	3	3	4	3	-9	5
COc1ccc(Nc2nc(-c3ccccc3F)nc3ccccc23)cc1OC	-3	-11	6	-1	3	4	24	31	3	23
Cc1ccc(CNCC(O)c2ccccc2)s1 (stereo unspecified)	-1	1	13	-3	1	1	-2	-21	1	-9
CCCn1c(C(O)c2cccc(OC)c2)nc2ccccc21 (stereo unspecified)	3	8	-3	2	4	0	-1	-4	-5	2
COCCNC(=O)C1CC2Cn3c(nc4cc5ccccc5cc43)C2N1C (stereo unspecified)	-2	-3	12	1	-4	3	11	-2	0	15
Cc1onc(-c2ccccc2)c1NC(=O)N(Cc1ccccc1)C(C)C	0	3	6	0	6	-8	-6	-11	-4	0
OCCC1CN(Cc2nc3c(s2)CCCC3)CCN1Cc1ccsc1 (stereo unspecified)	2	0	5	1	7	4	-1	2	-9	5
C/C(=N\NC(=O)CCc1ccc(S(=O)(=O)N2CCOCC2)cc1)c1ccc(Br)cc1	-1	3	1	1	5	0	0	-4	-1	1
CS(=O)(=O)N(CC(=O)Nc1ccccc1C(=O)N1CCCC1)c1cccc([N+](=O)[O-])c1	-1	7	-2	0	7	0	-3	3	-3	6
COc1ccc(-c2cc(=O)oc3c(C)c(OC(C)C(=O)Nc4ccc(CN5CCOCC5)cc4)ccc23)cc1 (stereo unspecified)	-4	-46	-20	4	-5	2	-23	0	8	4
COc1cc(NS(=O)(=O)c2ccc(NC(=O)c3ccc(Cl)cc3Cl)cc2)ncn1	1	-1	0	0	9	-7	-10	-2	19	-16
CC1Cc2cc(/C(O)=C3/C(=O)C(=O)N(CCCN(C)C)C3c3ccncc3)ccc2O1 (stereo unspecified)	8	0	-2	1	-2	0	4	11	-1	3
Cc1ccc(-n2nnnc2SCn2nnc3ccccc3c2=O)cc1	2	-4	5	0	10	0	4	2	1	4
COc1ccc(CNC(=O)c2sc(=S)n(-c3ccccc3)c2N)cc1	21*	-1	2	-4	-8	1	4	-8	-5	-6
c1ccc(-n2ncc3c2ncn2nc(-c4ccco4)nc32)cc1	15	-7	-1	5	4	-5	-2	-4	23	-7
COc1ccc2cc(C(=O)CS(=O)(=O)c3ccccc3)c(=O)oc2c1	1	2	4	-2	-3	-2	9	0	13	14
Cn1cc([C@]2(O)C(=O)N(c3ccccc3)c3ccccc32)c2ccccc21	1	/	2	0	4	1	-3	-3	3	-6
O=C1CC(NS(=O)(=O)c2ccc([N+](=O)[O-])cc2)CN1c1ccc(Cl)cc1 (stereo unspecified)	-3	1	3	5	-1	-3	0	1	2	13

Molecules shown so far that have a Cl atom (3):
SMILES	PRMT1 FP inh	HTRA1 inhibitor	SIAE inh	LEDGF integ inh	TCR-CD3 inh	MBD2 DNA inh	mABHD4 FP	NPR2 activator	rCAG binder	TDP2 absorb
Cc1ccc(N2C(=O)CS/C2=C(\C(Cl)=C(Cl)Cl)[N+](=O)[O-])cc1	8	18	-1	-1	-14	4	11	0	33	-7
COc1cc(NS(=O)(=O)c2ccc(NC(=O)c3ccc(Cl)cc3Cl)cc2)ncn1	1	-1	0	0	9	-7	-10	-2	19	-16
O=C1CC(NS(=O)(=O)c2ccc([N+](=O)[O-])cc2)CN1c1ccc(Cl)cc1 (stereo unspecified)	-3	1	3	5	-1	-3	0	1	2	13

The results go on:
SMILES	PRMT1 FP inh	HTRA1 inhibitor	SIAE inh	LEDGF integ inh	TCR-CD3 inh	MBD2 DNA inh	mABHD4 FP	NPR2 activator	rCAG binder	TDP2 absorb
CCCn1c(SCC(=O)Nc2ccc(NC(C)=O)cc2)nc2c1c(=O)n(C)c(=O)n2C	3	0	4	-4	-2	3	-1	1	-3	1
CCNC(=O)c1ccc2c(c1)S(=O)(=O)c1ccccc1C2=O	0	-2	-4	-2	1	-2	6	4	1	-13
CCCCN(C(=O)c1ccccc1Cl)C(CC(C)C)c1nc2ccccc2[nH]1 (stereo unspecified)	-2	/	5	-7	-5	3	0	-8	0	10
CCOC(=O)CSc1nc2c(c(=O)n1-c1ccc(OC)cc1)SCC2	1	0	0	0	6	-1	1	-2	2	-9
Clc1ccc(-n2ncc3c(NCc4ccc5c(c4)OCO5)ncnc32)cc1	0	-13	0	6	-7	-2	-15	-8	3	-4
COc1ccc(NC(=O)CSC2=NCCN2)cc1	15	2	9	0	1	2	5	4	-2	-7
CSc1ccccc1OCc1cc(C(=O)N2CCc3[nH]cnc3C2c2ccccn2)no1 (stereo unspecified)	-4	16	-6	7	-12	0	-7	4	8	-10
O=C(NCCOc1ccccc1)c1cccc(S(=O)(=O)NCc2ccccc2)c1	3	-10	-2	-1	-2	3	-2	2	-1	2
Cc1cc(C)c(C)c(S(=O)(=O)N2CCC(C(=O)NCCCN3CCOCC3)CC2)c1C	3	7	3	1	-7	-4	3	2	1	4
O=C(NCc1ccccc1OC(F)(F)F)C1CCC(=O)N(C2CC2)C1 (stereo unspecified)	1	5	-5	1	4	-3	6	-3	-3	14
Cc1nn(Cc2ccccc2Cl)c(C)c1C(=O)NCCN1C(=O)S/C(=C\c2ccccc2)C1=O	-1	9	-8	3	3	0	2	2	1	-15
Cn1nnc(C(O)CNCc2ccc(Cl)cc2)n1 (stereo unspecified)	-4	-2	-5	-1	6	1	1	3	1	0
Cc1ncc(C[n+]2csc(CCOC(=O)CC34CC5CC(CC(C5)C3)C4)c2C)c(N)n1	0	13	0	1	3	3	2	2	2	5
COc1ccccc1/C=c1\sc2nc(-c3ccccc3OC)nn2c1=O	-1	-30	-7	4	0	3	-8	-11	28	6
Clc1ccc(CN2CCN(c3ncccn3)CC2)cc1	-2	4	-1	7	-5	0	15	2	2	6
CSc1nc(N)nc(SCC(=O)C(C)(C)C)c1C#N	0	-8	-2	0	-2	-3	-6	5	6	-8
Cc1sc2nc(C(C)C)nc(SCC(=O)N3CCN(C(=O)c4ccco4)CC3)c2c1C	1	-6	2	-1	6	-5	-7	0	-6	-3
Cc1cccc(C(=O)NCC(=O)OCC(=O)N2CCc3ccccc32)c1	-2	-10	3	0	6	-4	6	4	-6	-3
C[C@H](CO)N1C[C@H](C)[C@@H](CN(C)S(=O)(=O)c2cccs2)Oc2c(NS(=O)(=O)c3cn(C)cn3)cccc2C1=O	1	-1	1	0	6	3	0	5	2	-4
CN1C(=O)CSc2ccc(NC(=O)NCc3ccco3)cc21	0	-1	-6	-1	0	-2	-3	-3	4	1
Cc1nc2cc(Cl)ccc2n1-c1ccccc1	-1	-10	2	-1	4	-4	-2	-3	-5	6
O=C(COc1cccc(C(F)(F)F)c1)NNC(=O)Cc1ccc(S(=O)(=O)N2CCOCC2)s1	2	0	-19	-1	-6	-2	-2	1	13	-3
CCCC(c1nnnn1Cc1ccc(F)cc1)N1CCN(C)CC1 (stereo unspecified)	0	19	1	-1	4	0	-1	0	-1	-3
COc1ccc(C(=O)c2cnc3ccccc3c2-c2ccccc2)cc1	-5	-38	8	1	2	0	-2	-1	-3	5
COc1ccc(/C=N/NC(=O)c2c(-c3ccccc3)noc2C)cc1	0	-5	4	-2	3	-5	3	-8	-2	0
O=C(COc1ccccc1O)NCCN1CCOCC1	8	3	4	-5	-8	-1	-7	7	2	-18
O=C(CN1CCCCC1)Nc1cccc(Cl)c1Cl	2	-10	1	0	2	6	-1	-1	-6	-1
CCOC(=O)c1sc2nc(C)n(N)c(=O)c2c1C	-1	-6	2	2	9	-6	4	-2	-1	8
Cc1ccc(C)c(OCC(=O)Nc2c(C)n(C)n(-c3ccccc3)c2=O)c1	-1	12	-6	0	-6	-2	-1	-1	1	2
CCn1c(C)c(C)c2cc(C(=O)NCCCN3CCOCC3)ccc21	3	2	-10	-1	-4	7	-9	-1	-4	5

3 compounds already listed, arranged by number of heavy atoms, largest number first:
SMILES	PRMT1 FP inh	HTRA1 inhibitor	SIAE inh	LEDGF integ inh	TCR-CD3 inh	MBD2 DNA inh	mABHD4 FP	NPR2 activator	rCAG binder	TDP2 absorb
Cc1nn(Cc2ccccc2Cl)c(C)c1C(=O)NCCN1C(=O)S/C(=C\c2ccccc2)C1=O	-1	9	-8	3	3	0	2	2	1	-15
CCCC(c1nnnn1Cc1ccc(F)cc1)N1CCN(C)CC1 (stereo unspecified)	0	19	1	-1	4	0	-1	0	-1	-3
Cc1nc2cc(Cl)ccc2n1-c1ccccc1	-1	-10	2	-1	4	-4	-2	-3	-5	6
